Compound activity from PubChem BioAssay.
S3 lipid droplet = qHTS Assay for Lipid Storage Modulators in Drosophila S3 Cells; Potency in µM for hits, for the others lipid storage change, negative = inhibition, % at the top dose, mostly 46.1 µM; Drosophila S3 cells, BODIPY lipid droplet fluorescence, 18-24 h; cells fed with added oleic acid; AID 2685; 0.64% of 320,000 active; active = well fitted inhibition curve with a large enough effect in the signal ratio, with a control signal flat, not every such curve was filed as active; inconclusive = small, poorly fitted or top-dose-only effect, or effect the other way, or a change in a side signal; the % refers to the signal ratio
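Laser-scanning cytometry quantifies lipid droplet accumulation (500–530 nm total intensity; droplet/cell object ratio) in oleic acid-fed (400 uM added) Drosophila S3 cells treated with a concentration series. 20 uM Triacsin C defined 100% inhibition.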
S3 lipid droplet cell count max = recorded beside S3 lipid droplet, whose call it bears; cell number change, %; measured here: cell count max response;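 cells counted by Cell Tracker Red CMTPX staining in the red channel; peak over a dose series mostly up to 46.1 µM; percent activity relative to internal control wells on each plate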
Starred values were filed as active, the others as inactive; i = inactive; ? = inconclusive; . = not tested or not shown. % is set by controls: 0 for no effect and ±100 for the full control effect; potency is the fitted concentration of half-maximal effect.

Every second line gives: S3 lipid droplet | S3 lipid droplet cell count max
O=C1C2C(c3ccccc3)(C(=O)N1c1ccc(Cl)cc1)C2(c1ccccc1)c1ccccc1 (stereo not drawn)
  5.0% | -16.1
CC12C(=O)N(c3ccc(C(=O)N4CCOCC4)cc3)C(=O)C1C1c3ccccc3C2c2ccccc21 (stereo not drawn)
  ? | .
O=C(Nc1cccnc1)c1cc(-c2ccc(F)cc2)on1
  3.3% | .
OCCNCc1ccc(-c2ccccc2)cc1
  5.6% | 1.4
CCc1nnc(SCC(=O)N2CCc3ccccc32)n1CC
  -23.5% | 0.7
CCc1nc2oc3ccccc3c(=O)c2cc1C(=O)OC
  4.9% | 2.5
CCC1CN(C(=O)N2CCC(C(=O)NCc3ccccc3C)CC2)c2ccccc2O1 (stereo not drawn)
  3.66µM* | -0.6*
Cc1c2cnn(CC(=O)NCCN3CCOCC3)c(=O)c2c(C)n1Cc1ccccc1
  17.6% | 8.6
NC(=O)c1cc2ccccc2o/c1=N/NC(=O)c1ccccc1
  1.9% | 15.3
O=C(CNC(=O)c1ccco1)NCC(c1ccco1)N1CCCCC1 (stereo not drawn)
  10.5% | -0.7
COc1cc(/C=N/NC(=S)NC2CC3CCC2C3)ccc1O (stereo not drawn)
  -3.8% | 5.3
CN1C(=O)CSc2ccc(NC(=O)NCc3ccc(F)cc3)cc21
  ? | .
COC(=O)c1cc(C)sc1NC(=O)C1CC=CCC1C(=O)O (stereo not drawn)
  ? | .
O=C(NCc1ccccn1)c1cc(-c2ccccc2Cl)nc2ccccc12
  ? | .
COc1ccc(Nc2nc(N)nc(CN3CCC(C)CC3)n2)cc1
  0.8% | 15.4
Cc1c(NC(=O)c2ccc3c(c2)C(=O)N(CC2CCCO2)C3=O)cccc1C(=O)O (stereo not drawn)
  ? | .
COc1cc(F)ccc1S(=O)(=O)NCc1cccnc1
  ? | .
O=C(CCCn1c(=O)c2cccn2c2cccnc21)N1CCN(c2ccccc2F)CC1
  ? | .
Cn1ncc(Cl)c1C(=O)N1CCN(c2ncccn2)CC1
  ? | .
CCOc1ccc(-n2c(=O)c3sccc3n(Cc3cccc([N+](=O)[O-])c3)c2=O)cc1
  ? | .

The list goes on, starting with the last 5 of the part before.
Every second line gives: S3 lipid droplet | S3 lipid droplet cell count max
Cc1c(NC(=O)c2ccc3c(c2)C(=O)N(CC2CCCO2)C3=O)cccc1C(=O)O (stereo not drawn)
  ? | .
COc1cc(F)ccc1S(=O)(=O)NCc1cccnc1
  ? | .
O=C(CCCn1c(=O)c2cccn2c2cccnc21)N1CCN(c2ccccc2F)CC1
  ? | .
Cn1ncc(Cl)c1C(=O)N1CCN(c2ncccn2)CC1
  ? | .
CCOc1ccc(-n2c(=O)c3sccc3n(Cc3cccc([N+](=O)[O-])c3)c2=O)cc1
  ? | .
O=C(NC1CC1)c1cc(=O)c2ccccc2o1
  0.5% | -7.7
c1ccc(-c2nc3ccccc3c3nc4ccccc4n23)cc1
  7.5% | 4.2
O=S(=O)(c1cccs1)n1cccn1
  i | 3.6
COc1ccc(-c2cc([C@H]3[C@@H]4C=CCC[C@@]4(C)C(=O)N3Cc3ccccc3)ccc2F)cc1
  -4.8% | -11.5
COc1ccc(NC(=O)COC(=O)Cc2ccccc2[N+](=O)[O-])cc1OC
  ? | .
CCn1c(CNC(=O)c2cccs2)n[nH]c1=S
  ? | .
CC1CCC(C(C)C)C(OC(=O)COC(=O)c2cccn2C)C1 (stereo not drawn)
  ? | .
CCOc1ccc(CCNC(=O)CN2C(=O)NC3(CCCC3)C2=O)cc1OCC
  24.4% | .
Cc1nc(C2CC(=O)OC23CCCCC3)cs1 (stereo not drawn)
  ? | .
CCOC(=O)N1CCN(C(=O)COc2ccc(S(=O)(=O)NC(C)C)cc2)CC1
  6.0% | -5.7
Cc1cccc(C(=O)NCC(=O)N(C)CC(=O)Nc2ccc(N3CCOCC3)cc2)c1
  2.7% | .
O=[N+]([O-])c1ccc(Oc2cnc3ccccc3n2)cc1
  ? | .
CCOC(=O)CC(=O)CSc1nc(N)c(C#N)c(-c2ccc(Cl)cc2)c1C#N
  ? | .
FC(F)(F)c1cc(-c2ccc(Cl)cc2)nc2ncnn12
  ? | .
COc1cccc(CNS(=O)(=O)c2ccc3c(c2)CC(C)N3C(=O)C2CCC2)c1 (stereo not drawn)
  ? | .
COc1ccccc1CSc1ncc(-c2ccc([N+](=O)[O-])cc2)[nH]1
  ? | .
CCn1c(O)c(C=Nc2ccccc2)sc1=O
  9.3% | 0.6
COc1ccc(S(=O)(=O)N2CCC(C(=O)NCCCN3CCOCC3)CC2)cc1
  i | -17.6
CN(c1ccccc1)S(=O)(=O)c1cccc(NC(=O)c2ccc(=O)[nH]c2)c1
  ? | .
O=C(COC(=O)Cc1ccc(Cl)cc1)Nc1ccc2[nH]c(=O)[nH]c2c1
  ? | .
C=CCN1C(c2ccccc2)=CS/C1=C(\C#N)c1nnc2n1CCCCC2
  ? | .
Cc1ccc(NC(=O)CSc2ccc(-c3ccccn3)nn2)cc1
  1.3% | 7.7
CCCC[n+]1ccn(-c2nc3ccccc3nc2[N-]S(=O)(=O)c2ccc(C)cc2)c1
  i | .
Cc1ccc([N+](=O)[O-])cc1N=C(c1ccc([N+](=O)[O-])cc1)N1CCOCC1
  ? | .
CC(C)C(NC(=O)OCc1ccccc1)C(=O)OCC(=O)N1C(C)CCCC1C (stereo not drawn)
  ? | .
Cc1ccccc1NC(=O)c1cc(N)ccc1N1CCCCC1
  ? | .
COc1cc(CN2CCNC(=O)C2CC(=O)NCCCN2CCOCC2)cc(OC)c1 (stereo not drawn)
  ? | .
COc1ccc(CCNC(=O)C2CC(=O)N(C3CCCC3)C2)cc1OC (stereo not drawn)
  -8.6% | -5.5
CC(=O)Nc1ccc(-n2c(C)nc(=O)c(-c3ccccc3)c2C)cc1
  13µM* | 13.2*
Cc1ccccc1-n1c(SCC(=O)c2c(N)n(C)c(=O)n(C)c2=O)nc2sc3c(c2c1=O)CCCC3
  ? | .
Cc1cc(C)nc(SC2CC(=O)N(c3ccc(Br)cc3)C2=O)n1 (stereo not drawn)
  7.9% | 11.5
CC(=O)Nc1ccc(NC(=O)C(C)OC(=O)C2CCCC2)cc1 (stereo not drawn)
  ? | .
Cc1ccc2c(c1)N(CC(=O)Nc1ncccc1C)C(=O)C(C(C)C)O2 (stereo not drawn)
  ? | .
COc1cc(NC(=O)COC(=O)c2ccccc2F)cc(OC)c1
  -4.4% | -1.2
Cc1cccc(OCCc2c(C)[nH]c(=S)[nH]c2=O)c1
  3.8% | .
Cc1ncc(C[n+]2csc(CCOC(=O)CC3C4CC5CC(C4)CC3C5)c2C)c(N)n1 (stereo not drawn)
  -2.6% | 0.7
COc1cccc(C(=O)OCC(=O)NC(C)CCc2ccccc2)c1O (stereo not drawn)
  ? | .
CCCc1cc(=O)[nH]c(SCC(=O)Nc2nc(-c3ccccc3)cs2)n1
  ? | .
COP(=O)(OC)c1nc(-c2cccc3ccccc23)oc1NCc1ccccc1
  ? | .
Cc1ccc(C2=[N+]([O-])C3(CCCCC/C3=N\NC(N)=O)N(O)C2(C)C)o1 (stereo not drawn)
  ? | .
COc1c(Cl)ccc(Cl)c1C(=O)OCC(=O)O
  ? | .
O=C(COC(=O)COc1ccc(Cl)cc1Br)NCCC1=CCCCC1
  19.4% | -1.8
N#Cc1c(-c2ccccc2)nc(SCc2cccc(C(F)(F)F)c2)[nH]c1=O
  ? | .
CSc1nc2ccc(NC(=O)CSc3nnc(N)s3)cc2s1
  ? | .
Oc1c(C=Nc2ccccc2Cl)[nH]c2ccccc12
  -10.6% | 8.8
CCOc1ccccc1C(=O)Nc1ccccc1-c1ccccc1
  ? | .
O=C(NNC(=S)Nc1ccccc1)c1cc(Br)ccc1Cl
  ? | .
COc1cc(/C=N/NC(N)=O)cc(Br)c1OCc1ccccc1C
  -18.9% | -20.6
O=C1N=C(N2CCOCC2)SC1=C1CCCCC1
  17.6% | -6.6
CN1CCN(Cc2cn(C)nc2-c2ccccc2F)CC1c1ccccc1 (stereo not drawn)
  8.0% | 5.3
CC(=O)N1N=C(C)CC1c1ccc(O)cc1 (stereo not drawn)
  -5.8% | 4.1
CCOC(=O)c1oc2ccc(Br)cc2c1NC(=O)CN1CCN(C)CC1
  i | -16.9
O=C(CCn1c(=O)sc2ccccc21)NCc1ccc2c(c1)OCO2
  -1.4% | -6.0
Cc1ccc(SCC(=O)Nc2ccccc2C(=O)O)cc1
  ? | .
Cc1sc2ncnc(SCC(=O)N3CCCC(C(F)(F)F)C3)c2c1C (stereo not drawn)
  i | -6.4
COc1ccc(NC(=O)C2CCCN(c3cc(C)nc4ncnn34)C2)cc1 (stereo not drawn)
  4.3% | 14.6
Clc1ccc(-c2cc(-c3ccccn3)on2)c(Cl)c1
  5.3% | 2.0
Cc1csc(N/N=C/c2ccc(O)c([N+](=O)[O-])c2)n1
  ? | .
O=C(N/N=C/c1c[nH]c2ccccc12)c1sc2ccccc2c1Cl
  1.5% | -20.1
CS/C(=N\S(=O)(=O)c1cccs1)Nc1cccc(Cl)c1C
  9.3% | 17.9

The list continues:
SMILES | S3 lipid droplet | S3 lipid droplet cell count max
CC(C)CC(OC(=O)c1cccs1)C(=O)NCC1CCCO1 (stereo not drawn) | ? | .
CC1(C)CC(=O)C2=C(C1)N(C1CCCCC1)C(=O)C2(O)C(F)(F)F (stereo not drawn) | ? | .
COc1ccc(S(=O)(=O)N2CCC3(CC2)OCCN3S(=O)(=O)c2ccc(OC)cc2)cc1 | i | 21.5
N#CCC(=O)N/N=C/c1ccc(SCC(=O)Nc2ccccc2)o1 | 2.0% | 22.7
CSc1nc(C)nc(C2CC2)c1C#N | 2.3% | 20.9
Cc1ccc(NC(=O)C2CCN(C(=O)NC3CCCCC3)CC2)cc1 | 12.0% | 7.9
C/C(=C\c1cc(C(=O)O)c(C)o1)CO | ? | .
CC(=O)NCc1ccc(S(=O)(=O)N2CCCN(C)CC2)cc1 | 0.4% | .
CCOc1ccccc1NC(=O)c1nc(S(=O)(=O)Cc2ccccc2)ncc1Cl | ? | .
COc1ccccc1CCC(=O)OCC(=O)N1CCN(S(=O)(=O)c2ccc(C)cc2C)CC1 | ? | .
CCOC(=O)c1cc2[nH]c3ccccc3c2[n+](-c2ccc([N+](=O)[O-])cc2)c1C | ? | .
COCCNc1nnc(SCC(=O)NC(=O)c2ccccc2)s1 | 0.3% | 3.7
COc1cc(CCC(=O)NCc2ccc(S(N)(=O)=O)cc2)cc(OC)c1OC | ? | .
O=C(Nc1ccccc1F)NC1CCN(Cc2nnnn2Cc2ccc(F)cc2)CC1 | ? | .
COc1ccc(OC)c(S(=O)(=O)N(C)CC(=O)Nc2ccc3c(c2)OCCO3)c1 | ? | .
O=C(NCCc1ccccc1)C1CCN(C(=O)c2sccc2-n2cccc2)CC1 | ? | .
CCOc1cc(C(=O)Nc2ccccc2N2CCOCC2)ccc1OCC(=O)N1CCCCC1 | ? | .
N#Cc1c(N)sc(=S)c2c1CCCCC2 | -10.6% | .
COc1ccc(S(=O)(=O)N2CCN=C2SCc2cccnc2)cc1 | 2.2% | .
CCC(C)(C(=O)NC1CCCC1)N(Cc1cccs1)C(=O)c1ccc2c(c1)OCO2 (stereo not drawn) | -18.2% | -2.2
COc1ccc(CCNC(=O)COc2ccc(S(=O)(=O)N3CCCC3)cc2)cc1 | -4.4% | -12.5
O=C(CSc1nccn1-c1cccc(Cl)c1)Nc1ccc2c(c1)OCCO2 | ? | .
Cc1nc2c3c(sc2c(=O)[nH]1)NC(=O)CC3c1ccccc1Cl (stereo not drawn) | ? | .
N#CCSc1nccc(/C=C/c2ccccc2)n1 | 7.1% | 5.3
O=C(CSc1nc2c(cnn2-c2ccc(F)cc2)c(=O)[nH]1)N1CCOCC1 | -15.5% | -19.2
O=C(NCC1CCCCC1)c1ccc(Cl)c(S(=O)(=O)N2CCOCC2)c1 | -3.2% | 1.4
O=C(Cc1cccc2ccccc12)NN1C(=O)CSC1=S | i | .
O=C(NC1CCCCC1)c1nc2c(nnn2Cc2ccccc2Cl)c(=O)[nH]1 | 5.7% | 10.9
Cc1oc(-c2ccc(Cl)cc2)nc1CN1CCC(C(=O)NCCCN2CCCC(C)C2)CC1 (stereo not drawn) | ? | .
CCOc1ccc(S(=O)(=O)NCCC(=O)OCC(=O)Nc2cc(C)on2)cc1 | ? | .
N#Cc1ccc(C(=O)Nc2nc3ccccc3[nH]2)cc1 | ? | .
CN(C)S(=O)(=O)n1cc(/C=C(\NC(=O)c2ccccc2Cl)C(=O)NCCCN2CCOCC2)c2ccccc21 | ? | .
O=C1C[C@@H](c2ccc(O)cc2)Oc2cc(O)cc(O)c21 | -5.4% | -16.6
O=C1C(=O)N(c2cccc(Cl)c2)C(c2ccccc2[N+](=O)[O-])/C1=C(\O)c1ccccc1 (stereo not drawn) | -0.5% | 15.3
CS(=O)(=O)N(Cc1nc(-c2ccc(F)cc2)no1)c1ccccc1Cl | 18.4% | 17.3
COc1cccc(N2CC(=O)N(NC(=O)CSc3nc(C)cc(C)c3C#N)CC2=O)c1 | ? | .
CCC(Oc1ccccc1)C(=O)Nc1ccc(C)c(S(=O)(=O)N2CCOCC2)c1 (stereo not drawn) | 6.2% | -15.2
O=C(Nc1ccccc1N1CCCCC1)c1ccc(OC(F)F)cc1 | ? | .
Cn1c(=O)n(C)c2cc(C(=O)O)ccc21 | ? | .

A portion of the library. The share of hits here may be higher or lower than overall.
